# From PubChem
# TRPC4 block – blocks the mouse TRPC4 cation channel; HEK293 TRPC4beta/mu-opioid, DAMGO-evoked Fluo4 calcium flux; stronger effect = lower value; B-score at 10 µM; hit rate 0.39% among 300,000;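 active = B-score over 3 SD under the library average, no early fluorescence shift, positive overall ratio signal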
# Target sequence (Q9QUQ5 whole entry, looked up): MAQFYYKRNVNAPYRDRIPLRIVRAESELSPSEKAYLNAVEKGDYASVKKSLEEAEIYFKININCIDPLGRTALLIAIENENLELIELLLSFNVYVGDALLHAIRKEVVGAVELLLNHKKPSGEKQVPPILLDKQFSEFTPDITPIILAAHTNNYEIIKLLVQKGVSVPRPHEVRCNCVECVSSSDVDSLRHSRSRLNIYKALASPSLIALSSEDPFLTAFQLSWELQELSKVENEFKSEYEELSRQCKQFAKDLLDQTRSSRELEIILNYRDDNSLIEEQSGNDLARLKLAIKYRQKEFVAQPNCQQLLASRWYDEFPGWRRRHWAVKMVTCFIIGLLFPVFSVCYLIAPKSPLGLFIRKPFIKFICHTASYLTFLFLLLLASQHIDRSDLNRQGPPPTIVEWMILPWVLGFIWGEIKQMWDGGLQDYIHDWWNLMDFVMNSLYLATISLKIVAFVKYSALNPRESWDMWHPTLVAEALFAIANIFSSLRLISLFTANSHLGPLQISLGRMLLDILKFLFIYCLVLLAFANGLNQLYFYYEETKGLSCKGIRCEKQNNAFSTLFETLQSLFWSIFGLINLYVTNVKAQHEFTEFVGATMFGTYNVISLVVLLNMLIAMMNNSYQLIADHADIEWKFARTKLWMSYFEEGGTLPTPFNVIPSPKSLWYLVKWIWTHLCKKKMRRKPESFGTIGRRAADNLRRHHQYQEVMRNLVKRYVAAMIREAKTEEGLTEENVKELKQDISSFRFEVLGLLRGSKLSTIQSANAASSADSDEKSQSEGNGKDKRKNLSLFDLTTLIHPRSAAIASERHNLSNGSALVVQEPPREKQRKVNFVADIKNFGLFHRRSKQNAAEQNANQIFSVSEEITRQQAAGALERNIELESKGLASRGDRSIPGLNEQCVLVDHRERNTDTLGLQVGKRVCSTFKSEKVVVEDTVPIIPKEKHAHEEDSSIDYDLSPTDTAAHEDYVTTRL
#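 Assay system: HEK293 cells with stable TRPC4beta plus mu-opioid receptor expression. Dosing: single dose. Measured by: Fluo4 Ca2+ flux fluorescence. Also added: DAMGO in two steps, submaximal then maximal. Read-out: B score from integrated Fluo4 fluorescence ratio.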
# TRPC4 potent – allosteric potentiators of mouse TRPC4 channel; Q9QUQ5; hit rate 0.42% among 310,000; HEK293 TRPC4beta/mu-opioid, DAMGO EC20, Fluo-4 Ca2+ flux; stronger effect = higher value; B-score at 10 µM;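 active = B-score of calcium response area above 5 SD of library B-scores, with initial fluorescence ratio within 5 SD of library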;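 also: B-score of integrated fluorescence ratio over time as area under calcium response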
# KCNK3 inh – human KCNK3 channel inhibition, primary screen. hit rate 0.84% among 340,000. CHO-KCNK3 thallium flux, FluxOR fluorescence; stronger effect = lower value. O14649. B-score at 10 µM;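 active = B-score under library mean minus 4 SD, starting fluorescence ratio at most library mean plus 5 SD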;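 also: more negative B-score means stronger inhibition of thallium flux through KCNK3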
# hERG rescue – compounds protecting human hERG from proarrhythmic drug block; AID 1511; activation (rescue from dofetilide block), less the hit threshold, % at 10 µM; hit rate 0.51% among 310,000; Q12809; CHO-hERG, FluxOR thallium flux, dofetilide IC70 present;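 active = activation above the mean of controls blocked by dofetilide plus 5 SD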;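 also: thallium influx through hERG after potassium depolarization seen as dye fluorescence rise; in these data hits start at about 4.7%; inactives centre near -7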
# Platelet DG rel – modulates dense granule release in human platelets | inhibition, %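 (compounds screened at 7.5 µM in platelet-rich plasma)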 | human platelet-rich plasma, SFLLRN dense granule ATP release, luminescence | AID 1663 | hit rate 0.22% among 300,000;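 active = mean replicate score, as percent of positive control, at or above 50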
# Dyrk1A ADPGlo – blocks rat Dyrk1A kinase activity; Q63470; ADP-Glo luminescence, NFATc1 peptide; inhibition, % at 12.5 µM; hit rate 0.43% among 310,000; AID 504441; in the data active = inhibition above about 50%;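 also: plate controls were vehicle with enzyme for no effect and no enzyme for full effect; many of its hits are not listed in these tables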
# KCNK9 block – human KCNK9 channel inhibition. Q9NPC2. HEK293 KCNK9, FluxOR thallium flux fluorescence; stronger effect = lower value. B-score at 10 µM. hit rate 1.2% among 310,000;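 active = ratio B-score over 3 SD below the library mean, with starting fluorescence within 5 SD of its mean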;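 also: negative B-score means less thallium flux so channel inhibition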
# TRPC4 act – opens the mouse TRPC4 cation channel; Q9QUQ5; HEK293 TRPC4beta/mu-opioid, Fluo4 calcium fluorescence; stronger effect = higher value; B-score at 10 µM; hit rate 0.49% among 310,000; AID 2237;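 active = B-score above 5 SD of library B-scores, and initial fluorescence ratio not above library mean plus 5 SD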;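 also: positive B-score marks a calcium rise read as TRPC4 activation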
#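 Assay system: HEK293 cells stably co-expressing mouse TRPC4beta and mu-opioid receptor / Timing: Fluo4 dye loading 45 min at room temperature, 110 s recording / Signal: Fluo4 calcium-sensitive dye fluorescence, kinetic, 1 Hz baseline / Read-out: integrated baseline-normalised fluorescence ratio, converted to per-well B score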
# KCNQ1 pot – potentiators or activators of human KCNQ1 potassium channel. P51787. CHO-K1 KCNQ1, thallium flux FluxOR fluorescence; stronger effect = higher value. B-score at 10 µM. hit rate 0.35% among 310,000. AID 2648;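 active = fluorescence ratio B-score, a plate-corrected score, at least three library SD, with initial intensity B-score within 5 SD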
#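 Medium – assay buffer, equal DMSO in all wells · Material – CHO-K1 cell line with stable KCNQ1 potassium channel expression · Signal – kinetic FluxOR thallium fluorescence, 10-s 1-Hz baseline, 110-s post-stimulus read · Compound – single concentration per compound, DMSO matched to controls · Schedule – 37 °C overnight plating, 90-min dark dye load, 20-min compound pretreatment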
# PolyA inhibitor – blocks polyadenylation in yeast reporter cells; AID 1875; hit rate 0.02% among 300,000; S. cerevisiae SKY197-pL101 polyadenylation reporter, beta-gal luminescence; efflux-impaired pdr1/pdr3 knockout yeast; score 100 = 6 SD above DMSO; calls only at 12 µM;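 active = lowest replicate activity score at least 50, where 100 means six control SD above control mean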;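 also: yeast exposed to compound for 9 h at 30 °C; higher score means more reporter readthrough which indicates perturbed polyadenylation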
# KCNQ1 block – human KCNQ1 channel inhibition; P51787; CHO-K1 KCNQ1, FluxOR thallium flux fluorescence; stronger effect = higher value; B-score at 10 µM; hit rate 1.3% among 310,000; AID 2642;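 active = compounds whose thallium flux B-score, printed positive for inhibition, exceeds three library SD while starting fluorescence stays within three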;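 also: channel opened by potassium depolarization with thallium stimulus after 20 min compound exposure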
# An asterisk follows results filed as active; i = inactive; . = not tested or not shown; & = joins results of further samples. These rows are one share of the data (hit frequency here may not be typical).
SMILES,TRPC4 block,TRPC4 potent,KCNK3 inh,hERG rescue,Platelet DG rel,Dyrk1A ADPGlo,KCNK9 block,TRPC4 act,KCNQ1 pot,PolyA inhibitor,KCNQ1 block
CCCN1CCc2c(sc(NC(=O)c3ccc(S(=O)(=O)N(C)c4ccccc4)cc3)c2C(N)=O)C1,i,i,i,-10,4,1,i,i,i,i,i
CCCCCn1nc(-c2ccccc2)c2nc3ccccc3nc21,i,i,i,-9,6,3,i,i,i,.,i
CCOC(=O)Cc1cc(-c2ccc(F)cc2)nc2ccc3ccccc3c12,i,i,i,-4,6,2,i,i,i,i,i
N#CC1(NC(=O)COC(=O)c2cc(=O)[nH]c3ccccc23)CCCCC1,i,i,i,-14,15,.,i,i,i,i,i
O=C(CCC1CCN(C(=O)c2cncs2)CC1)Nc1ccccc1,i,i,i,-13,4,1,i,i,i,i,i
COCc1cc(C)n(CC(=O)Nc2cc(C)cc(C)c2)c(=O)c1C#N,i,i,i,-4,3,-19,i,i,i,i,i
COc1ccccc1CNC(=O)COC(=O)Cc1ccc(F)cc1,i,i,i,-11,-19,5,i,i,i,i,i
Cc1ccc(S(=O)(=O)/N=C(/Nc2c(C)n(C)n(-c3ccccc3)c2=O)c2ccccc2)cc1,i,i,i,-14,7,1,i,i,i,i,i
CCOC(=O)N1CCN(C(=O)CS(=O)(=O)c2cn(Cc3ccccc3Cl)c3ccccc23)CC1,i,i,i,-10,2,-1,i,i,i,i,i
S=C(NCCc1ccccc1)N1CCN(C23CC4CC(CC(C4)C2)C3)CC1,i,i,i,-12,-5,5,i,i,i,i,i
CN(/C(=N/S(=O)(=O)c1ccccc1)c1ccccc1)S(=O)(=O)c1ccccc1,i,i,i,-13,-5,4,i,i,i,i,i
COc1ccc(-n2nc(C(=O)NCC(=O)N3CCC(C)CC3)c3ccccc3c2=O)cc1,i,i,i,-7,3,8,i,i,i,i,i
CC(C)(C)c1ccc(C(=O)C=[N+]=[N-])cc1,i,i,i,-5,.,-4,i,i,i,.,i
CN=C1SC(CC(=O)NCCc2ccc(OC)c(OC)c2)C(=O)N1C (configuration not stated),i,i,i,-8,-4,-2&-6,i,i,i,i,i
COC(=O)C(F)(Sc1c(C)n(C)n(-c2ccccc2)c1=O)C(F)(F)F (configuration not stated),i,i,i,-6,11,5,i,i,i,i,i
CC(C)(C)CC(C)(C)N=C1NS(=O)(=O)c2cc([N+](=O)[O-])ccc21,i,i,i,-7,-1,0,i,i,i,i,i
C[C@]1(C2CCCC2)Cc2cc(OCC(=O)O)c(Cl)c(Cl)c2C1=O,i,i,i,-6,-1,8,i,i,i,i,i
Cc1nn(Cc2ccccc2)c(C)c1NC(=O)c1ccc([N+](=O)[O-])cc1[N+](=O)[O-],i,i,i,-6,-5,-5,i,i,i,i,i
COc1ccc(CCNC(=O)CC2SC(=NCc3ccccc3)NC2=O)cc1 (configuration not stated),i,i,i,-10,3,-4,i,i,i,i,i
Cc1ccc(OCC(=O)NCCNC(=O)c2ccco2)cc1,i,i,i,-2,-2,-3,i,i,i,i,i
CCOc1ccc(Nc2cc(C)nc(N3CCOCC3)n2)cc1,i,i,i,-11,-1,8,i,i,i,i,i
Cc1cc(C)c2c(c1)OC(O)(C(F)F)CC2=O (configuration not stated),i,i,i,2,-2,.,i,i,i,i,i
O=C(NCCN1CCN(C(=O)c2c(F)cccc2F)CC1)C(=O)Nc1ccc(Cl)cc1,i,i,i,-4,12,-2,i,i,i,i,i
COc1ccc(C2NS(=O)(=O)N=C2N)cc1 (configuration not stated),i,i,i,-7,4,-2,i,i,i,i,i
O=C(CC1Nc2ccccc2NC1=O)NCCc1ccccc1 (configuration not stated),i,i,i,-10,0,7,i,i,i,i,i
Cc1cc(NC(=O)C(C)SCC(=O)O)no1 (configuration not stated),i,i,i,-8,-7,0,i,i,i,i,i
Cc1ccc(O)c(NC(=S)NC(=O)Cc2ccc(Cl)cc2)c1,i,12*,i,-7,-21,-1,i,i,50*,i,i
COc1cccc(CN(CC(=O)NC2CCCC2)C(=O)CCC(=O)Nc2cc(C)on2)c1,i,i,i,-8,.,2,i,i,i,i,i
CN(C)C(=O)C12CCC(C)(c3nc4ccccc4nc31)C2(C)C (configuration not stated),i,i,i,-6,1,-1,i,i,i,i,i
CC(=O)Nc1ccc(C(=O)OCc2ccc(F)cc2)cc1,i,i,i,-3,2,-1,i,i,i,i,i
CC(=O)c1cc(-c2ccccc2)n(CCC(=O)NC2CCC(C)CC2)c1C (configuration not stated),i,i,i,-9,20,0,i,i,i,i,i
CC(NC(=O)c1cc(S(=O)(=O)N(C)C)ccc1N1CCCC1)C1CC2CCC1C2 (configuration not stated),i,i,i,-1,-5,.,i,i,i,i,i
CN(c1cccc(Cl)c1)S(=O)(=O)c1cccc(C(=O)NC2=NCCS2)c1,i,i,i,-5,3,2,i,i,i,i,i
O=C(/C=C/c1ccccc1Cl)NCCCn1ccnc1,i,i,i,-13,-5,-1,i,i,i,i,i
CC(C)(C)c1ccc(/C=C2\CCn3c2nc2cc(C(=O)O)ccc2c3=O)cc1,i,i,i,-16,0,0,i,i,i,i,i
CCc1ccc(Nc2n[n+](-c3ccccc3)c(-c3ccc(SC)cc3)s2)cc1,i,i,i,-37,7,-3,i,i,i,i,i

# Arranged by count of non-hydrogen atoms (high to low): some entries from above.
SMILES,TRPC4 block,TRPC4 potent,KCNK3 inh,hERG rescue,Platelet DG rel,Dyrk1A ADPGlo,KCNK9 block,TRPC4 act,KCNQ1 pot,PolyA inhibitor,KCNQ1 block
CCc1ccc(Nc2n[n+](-c3ccccc3)c(-c3ccc(SC)cc3)s2)cc1,i,i,i,-37,7,-3,i,i,i,i,i
CCOC(=O)Cc1cc(-c2ccc(F)cc2)nc2ccc3ccccc3c12,i,i,i,-4,6,2,i,i,i,i,i
COc1ccccc1CNC(=O)COC(=O)Cc1ccc(F)cc1,i,i,i,-11,-19,5,i,i,i,i,i
CN(C)C(=O)C12CCC(C)(c3nc4ccccc4nc31)C2(C)C (configuration not stated),i,i,i,-6,1,-1,i,i,i,i,i
O=C(/C=C/c1ccccc1Cl)NCCCn1ccnc1,i,i,i,-13,-5,-1,i,i,i,i,i
CC(C)(C)c1ccc(C(=O)C=[N+]=[N-])cc1,i,i,i,-5,.,-4,i,i,i,.,i

# Remaining list, next part:
SMILES,TRPC4 block,TRPC4 potent,KCNK3 inh,hERG rescue,Platelet DG rel,Dyrk1A ADPGlo,KCNK9 block,TRPC4 act,KCNQ1 pot,PolyA inhibitor,KCNQ1 block
CCOc1[nH]n(-c2ccccc2)c(=O)c1C=Nc1ccc(F)cc1F,i,i,i,-1,1,-4,i,i,i,i,i
CC(C)(C)[C@@H]1C=C(C(=O)NCc2ccccc2)O[C@H](OCc2ccc(CO)cc2)C1,i,13*,i,-9,0,5,i,i,i,i,i
COc1ccc(OC)c(N)c1,i,i,i,-6,0,3,i,i,i,i,i
Cc1ccc(-c2nnc(N3CCCCCC3)c3ccccc23)cc1,i,i,i,-6,-2,1,i,i,i,i,i
COc1ccccc1N1CCN(S(=O)(=O)CCNC(=O)CCCc2ccccc2)CC1,i,i,i,-15,1,.,i,i,i,i,i
Cc1ccc(C(=O)NCCc2nc3ccccc3[nH]2)cc1[N+](=O)[O-],i,i,i,-7,-1,-1,i,i,i,i,i
CC(C)Cc1nc2ccc(N)cc2[nH]1,i,i,i,-5,-1,-2,i,i,i,i,i
Cc1cccc(C)c1NC(=O)CN(C1CCCCC1)S(C)(=O)=O,i,i,i,-5,8,-5,i,i,i,i,i
CCN(CCn1cccn1)C(=O)CC1C(=O)NCCN1Cc1cc(OC)cc(OC)c1 (configuration not stated),i,i,i,-5,7,-1,i,i,i,i,i
CCOc1ccc(CN2CCN(Cc3nc(C(C)C)cs3)CC2CCO)cc1 (configuration not stated),i,i,.,-7,7,.,i,i,i,i,i
O=C1CSC(c2ccncc2)N1Cc1ccco1 (configuration not stated),i,i,i,-6,-15,5,i,i,i,i,i
CC(=O)c1sc(NC(=O)Cc2c(F)cccc2Cl)nc1C,i,i,i,-3,3,3,i,i,i,i,i
COc1ccc(CCNC(=O)COc2nsnc2N2CCOCC2)cc1OC,i,i,i,-13,-4,5,i,i,i,i,i
O=c1cc(-c2ccccc2)c2c([nH]1)CCCC2,i,i,i,-10,-3,-7,i,i,i,i,i
CCCNS(=O)(=O)c1ccc(CCC(=O)Nc2cc(Cl)ccc2Oc2ccccc2)cc1,i,i,i,-8,0,-6,i,i,i,i,i
CCOc1cc(N2CCOCC2)c(OCC)cc1NC(=O)C1CCCC1,i,i,i,-4,-2,2,i,i,i,i,i
CCOc1cc(C)c(C(C)C)cc1S(=O)(=O)n1cnc(C)c1,i,i,i,-6,-2,4,i,i,i,i,i
Cc1cc(-c2cc(N)n(-c3ccccc3)n2)c(C)n1C1CCCC1,i,i,i,-6,8,.,i,i,i,i,i
Cc1cccc(C)c1NC(=O)CSc1nnnn1C,i,i,i,-1,5,-2,i,i,i,i,i
O=C(O)c1ccccc1S(=O)(=O)Cc1ccccc1,i,i,i,3,24,0,i,i,i,i,i
CC(C)CCNC(=O)c1ccc2c(c1)N(C)C(=O)c1ccccc1S2,i,i,i,-6,-5,2,i,i,i,i,i
O=C/C=C/c1c(-c2ccccc2)cc2oc3ccccc3cc1-2,i,i,i,-7,1,-1,i,i,i,i,i
CS(=O)(=O)NCCCNc1c(Cl)cccc1[N+](=O)[O-],i,i,i,-9,5,15,i,i,i,i,i
Cc1cc(=O)[nH]c(NCc2ccc(Cl)cc2)n1,i,i,i,-6,-13,3,i,i,i,i,i
COc1ccc(F)cc1C(=O)C1CCCN(Cc2cnc(N3CCCC3)s2)C1 (configuration not stated),i,i,i,-9,2,3,i,i,i,i,i
O=C(c1nn(-c2ccccc2)c(=O)c2ccccc12)N1CCN(c2ccccn2)CC1,i,i,i,-15,-13,3,i,i,i,i,i
